IDE inh – human IDE inhibitors in live cells, primary screen, fluorescence polarization, HEK cells, FAbetaB substrate | inhibition, % at 5.59 µM | actives 0.41% (n = 320,000) | Insulin-degrading enzyme (Homo sapiens), P14735 | FAbetaB cleavage;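 active means percent inhibition above the average of all tested compounds plus 3 SD, set per screening campaign, cut at about 16% in these data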;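 further: IDE supplied by intact live HEK cells; FP after avidin binding of uncleaved biotin substrate so inhibition keeps polarization high; 0% = DMSO wells and 100% = 60 µM reference IDE inhibitor Ii1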
Target sequence (P14735 whole entry, looked up): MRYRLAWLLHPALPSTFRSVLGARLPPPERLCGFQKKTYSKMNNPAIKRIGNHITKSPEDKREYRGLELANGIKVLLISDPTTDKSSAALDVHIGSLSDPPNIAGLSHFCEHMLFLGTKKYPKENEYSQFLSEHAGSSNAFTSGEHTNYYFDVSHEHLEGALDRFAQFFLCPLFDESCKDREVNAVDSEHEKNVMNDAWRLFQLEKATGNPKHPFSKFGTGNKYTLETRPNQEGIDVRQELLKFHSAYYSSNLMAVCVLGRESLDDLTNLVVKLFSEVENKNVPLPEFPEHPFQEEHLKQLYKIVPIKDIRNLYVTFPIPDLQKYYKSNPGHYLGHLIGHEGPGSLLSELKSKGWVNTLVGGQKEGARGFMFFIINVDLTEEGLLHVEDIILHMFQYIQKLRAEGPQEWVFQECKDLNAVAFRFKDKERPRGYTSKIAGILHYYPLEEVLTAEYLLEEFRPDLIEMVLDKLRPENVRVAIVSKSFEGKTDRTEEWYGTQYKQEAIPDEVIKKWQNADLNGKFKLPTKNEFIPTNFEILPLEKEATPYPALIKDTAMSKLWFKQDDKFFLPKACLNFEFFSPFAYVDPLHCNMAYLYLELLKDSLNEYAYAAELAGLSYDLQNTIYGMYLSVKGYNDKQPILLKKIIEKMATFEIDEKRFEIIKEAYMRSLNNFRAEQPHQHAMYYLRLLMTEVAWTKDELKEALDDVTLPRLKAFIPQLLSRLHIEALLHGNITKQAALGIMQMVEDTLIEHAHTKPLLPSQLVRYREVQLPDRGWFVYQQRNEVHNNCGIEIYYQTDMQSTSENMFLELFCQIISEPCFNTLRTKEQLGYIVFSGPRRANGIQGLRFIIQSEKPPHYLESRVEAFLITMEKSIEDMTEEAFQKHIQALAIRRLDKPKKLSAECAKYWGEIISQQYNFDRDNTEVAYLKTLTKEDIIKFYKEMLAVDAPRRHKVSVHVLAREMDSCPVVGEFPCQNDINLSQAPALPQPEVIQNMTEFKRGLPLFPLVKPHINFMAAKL
GalR3 antagonist – GalR3 antagonists in HEK293 cells, primary screen, cell-based, fluorescence readout; Galanin receptor type 3 (Homo sapiens), O60755; HEK293 GalR3-CNG cAMP membrane potential fluorescence; galR3 body fused to GalR1 C-terminus; inhibition, % at 3 µM; actives 0.44% (n = 360,000);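 active means inhibition above the screen-wide average plus 3 SD, cut at about 13% in these data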;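 further: forskolin and galanin both at EC90 stimulate the cells; cAMP rise reported by CNG channel membrane potential dye signal; 0% = forskolin plus galanin with DMSO and 100% = forskolin alone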
IMP-1 inh – IMP-1 metallo-beta-lactamase inhibitors, primary screen, biochemical, epi-absorbance readout, Pseudomonas aeruginosa enzyme; metallo-beta-lactamase IMP-1 (Pseudomonas aeruginosa); purified IMP-1, nitrocefin hydrolysis, epi-absorbance fluorescence; inhibition, % at 5.6 µM; actives 0.45% (n = 290,000);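 active means inhibition above the mean plus 3 SD of all compounds in the same screening run, cut at about 4.5% in these data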;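 further: 0% = IMP-1 with DMSO and 100% = DMSO wells lacking enzyme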
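assay system = purified recombinant IMP-1 metallo-beta-lactamase enzyme | schedule = 15 min preincubation plus 25 min reaction at 25 °C | signal = Epi-absorbance fluorescence, 480 nm excitation, 530 nm emission | read-out basis = percent inhibition from optical density relative to buffer-blank wells | controls = IMP-1 with DMSO as 0%, enzyme-free DMSO as 100%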
VIM-2 inhibitor – VIM-2 metallo-beta-lactamase inhibitors, primary screen, biochemical, epi-absorbance readout, Pseudomonas aeruginosa enzyme | inhibition, % at 5.6 µM | AID 1527, 2009 | actives 0.89% (n = 290,000) | purified VIM-2, nitrocefin hydrolysis, epi-absorbance fluorescence;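 active means inhibition above the mean of all tested compounds plus 3 SD, cutoff set per screening run, cut at about 7.5% in these data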;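 further: red hydrolysis product quenches plate fluorescence so inhibitors raise well fluorescence; 0% = enzyme with DMSO and 100% = DMSO without enzyme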
CRFBP-R2 block – antagonists of CRF-BP/CRF-R2 complex, primary screen, cell-based, HEK293, calcium dye fluorescence, uHTS; inhibition, % at 11.8 µM; AID 588475, 2011; CRF-induced calcium fluorescence; actives 0.59% (n = 350,000);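 active means inhibition of the ligand-induced calcium signal above about 50% at the single tested concentration, limit read from the data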
p-CIP stab down – p/CIP-EGFP fusion destabilizers, primary screen, fluorescence, F442A cells | Q05BA5 | 16 h | decrease of EGFP signal, % at 10 µM | actives 0.01% (n = 290,000);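 active means EGFP signal decrease of at least 30% at 10 µM or well 3 SD below plate mean, unless failing retest; inactive means the rest, including hits failing retest or dose response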; further: some compounds called inactive have numbers as strong as hits; many of its hits are not listed in these tables
SUMO HTRF inh – inhibitors of in vitro SUMOylation cascade, primary screen, biochemical, HTRF, uHTS; inhibition, % at 35 µM; AID 2006, 2009; actives 0.36% (n = 290,000); SUMO-conjugating enzyme UBC9 (Homo sapiens), P63279; HTRF SUMOylation assay, SAE1/SAE2 + UBC9; in the data active means inhibition above about 50%, passing the limit was not always enough; further: strong numbers were not always called active
HCV NS3 hel inh – inhibitors of HCV NS3 helicase, primary screen, biochemical, Cy5 molecular beacon fluorescence; Hepatitis C virus NS3 helicase; NS3 helicase DNA unwinding; inhibition, % at 10.9 µM; AID 1800, 2009; actives 0.56% (n = 290,000);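 active means inhibition above the mean of all tested compounds plus 3 SD, set per campaign, cut at about 35% in these data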;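 further: 0% = DMSO wells and 100% = thioflavine S control wells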
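System: Hepatitis C virus NS3 helicase domain fragment enzyme | Reagent: Annealed dual-labelled DNA beacon duplex, ATP-started | Compound dosing: 10.9 µM single point, 0.8% DMSO | Incubation: 1 h reaction at 25 °C, ATP-initiated | Technique: Cy5 fluorescence | Evaluation: Percent inhibition from t60/t0 fluorescence ratio | Benchmarks: Low DMSO, high thioflavine S at 110 µM | Replication: Singlicate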
IDE act – human IDE activators in live cells, primary screen, fluorescence polarization, HEK cells, FAbeta-B substrate | actives 0.073% (n = 340,000) | activation, % at 5.96 µM | FAbeta-B cleavage; 0% vehicle, 100% cell-free pure enzyme wells | AID 493087, 2011;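 active means activation above the mean of all tested compounds plus 3 SD, set per screening campaign, cut at about 17% in these data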
The depositor's hits bear a star; nt = no result given.

SMILES	IDE inh	GalR3 antagonist	IMP-1 inh	VIM-2 inhibitor	CRFBP-R2 block	p-CIP stab down	SUMO HTRF inh	HCV NS3 hel inh	IDE act
CCc1cc2c(=O)oc(-c3ccccc3F)nc2s1	4	-6	-3.0	-1.1	-9	-5	4	32	-2
Cc1ccc(C(=O)OC2CCN(c3ccc([N+](=O)[O-])cc3)CC2)cc1	3	-6	-1.2	-0.9	21	-8	18	-4	6
CC(=O)Nc1ccc(S(=O)(=O)Nc2cc3c(cc2C(C)=O)OCO3)cc1	-1	-8	-1.3	-0.7	13	4	-1	-2	0
COc1ccc(Cl)cc1C(=O)Nc1ccccc1N1CCCCC1	3	-9	-0.4	0.7	-14	-2	13	-7	2
Fc1ccc(N2CCN(/C=C/c3nnnn3-c3ccccc3)CC2)cc1	-4	-4	-3.4	-2.3	9	-19	22	6	-2
CCCC(=O)Nc1cccc(NC(=O)c2ccc(C)c([N+](=O)[O-])c2)c1	1	-5	1.4	0.7	11	11	12	0	4
O=C(Nc1c[nH]c(=O)[nH]c1=O)c1ccccc1Cl	nt	-5	1.2	-0.8	7	4	5	15	2
O=[N+]([O-])c1cc(-c2ncccn2)cs1	1	-3	-1.4	-0.3	3	-3	4	-2	-3
CCCC(=N)C1=C(O)CC(CC(C)SCC)CC1=O (stereo not given)	-5	-4	-2.0	-2.8	5	-14	30	-1	3
CCOC(=O)C1=C(C)NC(C)=C(C(=O)OCC)C1C(=O)OCC(=O)NCc1ccc(F)cc1	5	-2	nt	nt	-7	nt	nt	nt	-6
O=C(Nc1ccccc1C(F)(F)F)c1ncn[nH]1	1	-5	-4.0	-5.3	3	-11	22	11	-5
Cc1ccccc1-c1cc2nc(C)c(C)c(=O)n2[nH]1	nt	-1	-3.2	-1.8	-1	10	5	1	1
O=C(COC(=O)c1ccc(N2CCCC2=O)cc1)Nc1ccccc1	3	-2	nt	nt	-2	nt	nt	nt	4
COc1ccccc1-c1cc(C(=O)Nc2cccnc2)no1	4	-5	-2.9	-2.2	-37	-19	37	-7	-7
c1ccc(CSC2=NNC(c3ccccn3)S2)cc1 (stereo not given)	0	-5	-3.5	-3.0	-2	-12	-151	-14	-6
CCOc1cccc(CNCCSc2nnnn2C)c1	0	-6	-4.5	-1.8	-3	-22	1	8	5
CNC(=O)c1ccc(-n2nc(C)cc2-c2ccccc2)cc1	-5	-1	-1.9	-4.0	1	4	14	1	1
Cc1ccc(NC(=S)NNc2ncc(C(F)(F)F)cc2Cl)cc1	3	2	-3.8	-5.0	7	-5	0	-6	5
O=C(O)c1ccc2c(=O)[nH]c(CCl)nc2c1	3	-2	-3.2	-0.4	20	0	4	-2	11
Cc1ccc(CSCCNS(C)(=O)=O)cc1	0	-2	-2.5	-0.9	5	3	-11	-2	6
COc1cc2c(cc1NC(=O)Nc1ccc(C)cc1)oc1ccccc12	-10	-3	-4.2	-4.0	5	10	5	-3	-2
CCCOc1ccccc1C1NC(=O)NC(C)=C1C(=O)OCCOCC (stereo not given)	2	-5	-2.2	-2.4	24	-11	6	10	4
O=C(Nc1nc(C2C3CC4CC(C3)CC2C4)cs1)c1cc2cc([N+](=O)[O-])ccc2oc1=O (stereo not given)	0	3	-3.0	0.4	14	4	8	14	7
NS(=O)(=O)c1cccc(NC(=O)Cn2nc(C(=O)O)c3ccccc3c2=O)c1	-2	-8	-3.8	1.0	-1	-5	12	6	6
O=C(CCc1nc2ccccc2c(=O)[nH]1)Nc1cccc(S(=O)(=O)N2CCCCC2)c1	9	0	nt	nt	-3	nt	nt	nt	-3
Later entries.
SMILES	IDE inh	GalR3 antagonist	IMP-1 inh	VIM-2 inhibitor	CRFBP-R2 block	p-CIP stab down	SUMO HTRF inh	HCV NS3 hel inh	IDE act
COc1ccc(CCCc2nnc(SCC(=O)Nc3ccc(OC)cc3)o2)cc1	-5	3	-1.6	0.3	26	8	10	-8	-1
Cc1ccc(NC(=O)CCC(=O)c2ccc(F)cc2)cc1Cl	3	-5	-1.1	-3.6	8	0	-12	-3	0
CS(=O)(=O)N(CC(=O)Nc1ccc(F)cc1)C1CCCCC1	2	-3	-0.1	-0.6	6	0	-1	6	-3
COCCOC(=O)/C=C1/NC(=O)CS1	3	-4	-1.6	-1.8	-7	-2	-1	0	5
COc1ccc(S(=O)(=O)N2CCC(N3CCN(Cc4ccccc4)CC3)CC2)cc1	3	-1	-1.0	-0.5	-6	9	10	-3	6
O=C(CCN1CCN(c2ccccc2F)CC1)Nc1ccccc1F	1	1	-1.4	-3.2	0	-116	4	5	1
O=S(=O)(Nc1cccc(-c2nc3cccnc3s2)c1)c1cccs1	2	-1	-3.0	-3.5	-8	-5	21	-2	-2
Cn1c(=O)c2c(ncn2CC(=O)OCC(=O)Nc2ccccc2)n(C)c1=O	5	-2	-1.5	-0.2	-10	-6	2	-3	2
COc1cccc(C(=O)Nc2cccc(-c3ccc4nncn4n3)c2)c1OC	2	-5	-2.2	-2.1	8	-6	-3	2	6
Cc1ccc(C2=NN(C(=O)CCC(=O)O)C(c3ccc4c(c3)OCO4)C2)cc1 (stereo not given)	1	-2	-1.0	0.9	-1	-3	14	9	1
CC(c1ccco1)N(C(=O)c1cccs1)c1ccccn1 (stereo not given)	4	-4	-3.6	-3.5	-35	3	5	2	1
CCCCN(C(=O)c1ccc2c(c1)OCO2)c1ccccc1	3	-3	0.2	0.3	-1	-12	12	15	2
CCSCCc1nnc(NC(=O)Nc2cccc(C(F)(F)F)c2)s1	-2	-5	-2.1	-2.1	8	12	-9	1	2
CCN(CC)C(=O)n1cnc(-c2ccccc2)c1-c1ccccc1	5	-8	-0.8	-1.4	18	9	-1	-3	1
CCS(=O)(=O)c1nc(S(=O)(=O)c2ccc(Cl)cc2)c(NCCN2CCOCC2)s1	3	-1	-2.4	-1.1	-5	-6	5	9	-5
CC(C(=O)OCc1nnc(-c2ccccc2)o1)N1C(=O)C2CCCCC2C1=O (stereo not given)	4	-3	-1.5	-3.8	-9	11	-13	6	0
O=C(Cn1cc2c(n1)CCCCC2)Nc1ccccc1Br	-1	-2	-1.7	-2.2	5	-8	7	11	7
O=C(O)c1ccc(-n2nnnc2Oc2ccccc2C(=O)N2CCOCC2)cc1	4	-4	-3.4	-4.9	-8	-1	11	7	-1
O=[N+]([O-])c1cccc(/C=C2\CCC(/C=N/Nc3ccc4ccccc4n3)=C2N2CCOCC2)c1	4	-3	0.2	-2.4	-1	10	6	-1	-6
CCCc1nc(Cl)c(C#N)c2c1CCCC2	-5	0	-1.6	-1.3	25	-16	9	7	-7
O=C(Nc1ccccc1N1CCCCC1)c1ccccc1F	-5	-4	-3.5	-3.1	-36	9	-17	-4	3
CC(C)N(CCO)C(=O)CCc1nnc(Cc2cccc(C(F)(F)F)c2)o1	-6	0	-4.6	-4.4	-8	-10	-2	6	3
Cc1ccc(-c2cc(C(F)(F)F)n3ncc(C(=O)N4CCCc5ccccc54)c3n2)cc1	2	-6	-1.1	-0.4	0	-4	8	-4	1
C/C(=N\NC(=O)C1CCCN(S(=O)(=O)c2ccccc2)C1)c1cccnc1 (stereo not given)	2	2	-3.0	-1.6	3	-8	20	-2	-1
CCOc1ccc(S(=O)(=O)N2CCN(C(=O)c3cccn3C)CC2)cc1	-1	-6	-4.0	-4.1	29	8	-6	-2	6
(cont.)
SMILES	IDE inh	GalR3 antagonist	IMP-1 inh	VIM-2 inhibitor	CRFBP-R2 block	p-CIP stab down	SUMO HTRF inh	HCV NS3 hel inh	IDE act
COc1ccc(OC)c(-n2nnnc2SCC(=O)NCCc2ccccc2)c1	5	-7	-2.8	-1.9	-7	-1	16	0	2
CCc1ccccc1NC(=O)COc1ccc(C(=S)N2CCCC2)cc1	-2	-8	-0.1	2.5	11	-10	4	-4	0
Cc1nc(-c2coc3c(CN(C)C)c(O)ccc3c2=O)cs1	1	-2	-1.4	-0.8	11	-1	28	4	4
CCc1nnc(NS(=O)(=O)c2ccc(N/C=C\C(=O)c3cccc(OC)c3)cc2)s1	-2	-1	-1.5	-2.0	5	-13	14	27	-5
Cc1cc(C)n(CC(=O)N2c3ccccc3Sc3ccccc32)n1	0	2	0.4	0.1	8	0	-10	1	-2
COc1ccc(NC(=O)COC(=O)Cc2c[nH]c3ccccc23)cc1OC	3	-4	-0.8	-0.7	2	17	-5	0	7
CCOC(=O)CN1C(=O)S/C(=C\c2ccc3c(c2)OCO3)C1=O	-1	-7	-3.5	-1.6	-4	-2	12	0	-4
Cc1ccc(OCc2ccoc2C(=O)O)cc1C	3	-2	-6.2	-1.3	5	-15	8	22	8
Cc1cc(C)n(-c2ccc(C(=O)Nc3cccc(S(=O)(=O)N4CCCC4)c3)cc2)n1	4	-3	-0.7	1.2	-38	-5	7	5	1
Cc1ccccc1OCCN(C#N)c1nc(N(C)C)nc(N(C)C)n1	-6	-6	-1.8	-1.4	-9	-20	-21	5	-3
COc1ccc(OC)c(S(=O)(=O)N2CCCC2C(=O)N2CCc3ccccc3C2)c1 (stereo not given)	4	-6	-3.6	-0.9	-9	-1	-1	-5	3
O=C(CCNS(=O)(=O)c1ccccc1)N1CCCCCCC1	4	-3	nt	nt	-3	nt	nt	nt	1
COC(=O)[C@@H]1CCCN1C(=O)c1ccc(OC2CCN(Cc3ccccn3)CC2)cc1	0	0	-1.8	-0.4	-9	16	-13	0	6
Cc1cc(C(=O)Nc2cc(Br)ccc2O)on1	6	-5	-4.6	-2.3	8	6	-12	-10	0
N#Cc1c(NC(=O)CSc2n[nH]c(Cc3ccccc3)n2)oc(-c2ccccc2)c1-c1ccccc1	-1	-5	-5.0	-3.9	-14	-11	-4	1	6
Cc1cc(C(=O)N2CCN(c3ccccc3O)CC2)c(C)o1	-7	-5	nt	nt	15	nt	nt	nt	3
CC(=O)c1cccc(N=Nc2c(-c3ccccc3)[nH]n(-c3ccccc3)c2=O)c1	4	-1	-1.8	-2.7	-7	-6	6	-5	8
Cc1cccc(-c2nnc(SCc3nc4ccccc4[nH]3)n2Cc2ccco2)c1	37*	-5	-1.8	-1.9	-37	-2	10	15	-20
Cc1ccccc1CNC(=O)c1ccc2nc(N3CCOCC3)sc2c1	3	3	-4.2	-3.5	-13	-12	8	-3	2
